Bioassay records deposited in PubChem BioAssay by National Center for Advancing Translational Sciences (NCATS).
Epigenetic reg = derepresses silenced GFP reporter in murine cells; murine LDR cells, GFP reporter derepression, 30 h; Potency, µM (series often up to 53.9 µM), for the others: top-dose GFP activation, usual class: activators; hit rate 0.2% among 280,000; further: potency means the concentration at half of the fitted maximal effect; % of control where 0% means no effect; nearly all actives have a fitted effect of over 60% in size
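Reporter derepression read as number of fluorescent GFP-positive objects, 20-120 um in size, counted by laser-scanning cytometer. Mouse LDR line with an epigenetically silenced CMV-GFP locus; compound incubation 30 h, 37 C.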
aGal spleen mod = alpha-galactosidase A (human) modulation; P06280; human spleen homogenate, 4MU-alpha-Gal fluorescence, 40 min; Potency, µM (doses to about 80 µM), for the others: at the highest dose activity change, negative = inhibition, most hits filed as inhibitors; hit rate 0.008% among 240,000; AID 2107;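 further: potency means the concentration at half of the fitted maximal effect; 0% = enzyme with vehicle and -100% = no enzyme basal signal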
Target sequence (P06280 32-429 limits assumed): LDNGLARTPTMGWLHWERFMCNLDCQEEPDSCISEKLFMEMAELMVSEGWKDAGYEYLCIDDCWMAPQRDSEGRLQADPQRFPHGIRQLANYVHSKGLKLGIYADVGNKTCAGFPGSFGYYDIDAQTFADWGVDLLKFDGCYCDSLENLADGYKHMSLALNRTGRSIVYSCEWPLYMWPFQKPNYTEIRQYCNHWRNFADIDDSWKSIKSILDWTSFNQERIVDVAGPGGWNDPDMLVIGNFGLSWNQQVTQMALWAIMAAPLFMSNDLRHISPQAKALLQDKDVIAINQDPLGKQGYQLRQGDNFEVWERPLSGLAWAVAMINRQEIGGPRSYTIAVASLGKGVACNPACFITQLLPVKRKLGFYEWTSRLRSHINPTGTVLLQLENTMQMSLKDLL
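Inhibition or activation of alpha-galactosidase in human spleen homogenate is scored by 4-MU fluorescence after 40 min at 37C, pH 5.0, with 1 mM substrate. AC50s come from concentration-response fitted to the Hill equation.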
Lamin A splicing = modulators of lamin A splicing. hit rate 0.01% among 200,000. Potency, µM (titrated, usually from 46.1 µM), without a hit: at the top dose ratio change, negative = inhibition, actives largely listed as inhibitors. HeLa LMNA splicing GFP/RFP minigene ratio, 48 h. AID 1487; active means well fitted inhibition curve with a large enough effect in the signal ratio, with a control signal flat, not every such curve was filed as active; inconclusive means small, poorly fitted or top-dose-only effect, or effect the other way, or a change in a side signal; the % refers to the signal ratio; further: potency means the concentration at half of the fitted maximal effect; on the % scale 0 is the no-effect control and ±100 the full control effect
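S3 HeLa stable clones carrying a lamin A-EGFP splicing minigene plus DsRed2 were seeded at 600 cells/well in Opti-MEM with 2% FBS, pin-dosed and incubated 48 h at 37°C. Acumen cytometry (488 nm) gave the GFP/RFP total-intensity ratio.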
Luc counter = Kinase-Glo luciferase inhibition (counter-screen). Q27757. Kinase-Glo luciferase, ATP luminescence, 8 min. Potency, µM (highest dose often 38.3 µM), without a hit: top-dose activity change, negative = inhibition, actives largely listed as inhibitors. hit rate 0.28% among 200,000; further: potency means the concentration at half of the fitted maximal effect; on the % scale 0 is the no-effect control and ±100 the full control effect; nearly all actives have a fitted effect of over 60% in size
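Substrate mix (final 50 mM imidazole pH 7.2, 50 mM KCl, 7 mM MgCl2, 10 uM ATP, 0.01% Tween 20, 0.05% BSA) plus pin-tool compound, then Kinase-Glo detection mix; 8 min ambient, luminescence read.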
CBFb RUNX1 block = CBF-beta/RUNX1 interaction disruption. AlphaScreen CBFb-His/RUNX1-biotin binding, biochemical. Potency, µM (titrated, usually from 59.8 µM), without a hit: top-dose activity, negative = inhibition, usual class: inhibitors. 230,000 tested, under 10 active. AID 1477; further: % of control where 0% means no effect
Target sequence (Q01196 whole entry, looked up): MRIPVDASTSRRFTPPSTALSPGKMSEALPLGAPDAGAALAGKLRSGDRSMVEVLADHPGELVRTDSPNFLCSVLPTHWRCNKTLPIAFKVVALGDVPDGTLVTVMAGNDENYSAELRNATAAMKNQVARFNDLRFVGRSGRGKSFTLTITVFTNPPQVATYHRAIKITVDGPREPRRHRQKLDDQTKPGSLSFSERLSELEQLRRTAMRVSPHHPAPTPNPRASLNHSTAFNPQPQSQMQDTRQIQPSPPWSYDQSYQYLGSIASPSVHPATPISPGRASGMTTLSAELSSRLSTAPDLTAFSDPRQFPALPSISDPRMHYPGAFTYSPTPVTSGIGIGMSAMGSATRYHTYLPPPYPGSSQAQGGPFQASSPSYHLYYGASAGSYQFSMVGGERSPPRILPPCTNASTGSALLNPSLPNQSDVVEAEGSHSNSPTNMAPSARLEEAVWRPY
Target sequence (Q13951 whole entry, looked up): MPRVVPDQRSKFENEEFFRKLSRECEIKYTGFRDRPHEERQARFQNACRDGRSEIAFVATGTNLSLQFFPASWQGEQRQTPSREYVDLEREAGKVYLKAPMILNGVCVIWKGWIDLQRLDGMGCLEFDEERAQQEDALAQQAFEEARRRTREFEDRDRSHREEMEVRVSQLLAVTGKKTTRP
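Room-temperature protein-protein interaction test with 30 nM each of His-tagged CBF-beta and biotinylated RUNX1, 15 min with compound, then 90 min with nickel plus streptavidin beads. Signal read in AlphaScreen mode.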
NPSR antag = blocks cAMP signaling of the human neuropeptide S receptor | AID 1461 | Potency, µM (top dose mostly 38.3 µM), inactives show at the highest dose activity change, negative = inhibition, most hits filed as inhibitors | CHO-NPSR cells, cAMP TR-FRET, antagonist mode | hit rate 1% among 220,000 | Q6W5P4; further: potency means the concentration at half of the fitted maximal effect; on the % scale 0 is the no-effect control and ±100 the full control effect; nearly all actives have a fitted effect of over 50% in size; many of its hits are not listed in these tables
IMPase Li cell = membrane-permeable IMPase blocker, potentiated with lithium | CHO-M1 cells, IP1 TR-FRET (IP-One), carbachol + lithium | Potency, µM (titrated, usually from 59.4 µM), inactives show at the top dose activity, negative = IMPase inhibition, actives largely listed as inhibitors | hit rate 0.35% among 210,000 | AID 1457;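 further: IP1 builds up when IMPase is blocked and the TR-FRET signal falls; potency means the concentration at half of the fitted maximal effect; plate controls were basal vehicle for no effect and high inhibitor control for full effect; nearly all actives have a fitted effect of over 50% in size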
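Lithium-sensitised IP1 accumulation assay; M1-expressing CHO cells treated 30 min at 37C with compound. Competitive antibody detection by time-resolved FRET followed a 10 min room-temperature lysis step.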
An asterisk follows results filed as active; ? = inconclusive; / = not tested or not shown; [ ] = another dose, or the depositor's remark. Unless noted, the call rests on the fitted dose curve; in most records, active means well fitted curve in the direction sought with a large enough effect; inconclusive means small, poorly fitted or top-dose-only effect, or another doubt; inactive means no such curve, though single readings can be large; an effect the other way counts as inactive or inconclusive.

SMILES	Epigenetic reg	aGal spleen mod	Lamin A splicing	Luc counter	CBFb RUNX1 block	NPSR antag	IMPase Li cell
CCOc1ncccc1C(=O)NCCN1C(=O)S/C(=C/c2cccs2)C1=O	-1.9%	-1%	?	0%	-6%	6%	10%
COC(=O)C(Cc1cnc(Cl)s1)(C(=O)OC)c1ccc(C(F)(F)F)cc1[N+](=O)[O-]	-3.4%	11%	-2%	-5%	-11%	-17%[46.1 µM]	37%[38.3 µM]
CCCc1[nH]nc2c1C(c1cn[nH]c1-c1ccc(F)cc1)C(C#N)=C(N)O2 (centres undefined)	?	-1%	?	0%	-12%	4%	8%
COCCn1nnnc1C(c1cc(OC)ccc1OC)N1CCc2ccccc2C1 (centres undefined)	0.0%	0%	4%	-2%	1%	?	26%[38.3 µM]
C/C(N)=C(/C#N)C(=O)COC(=O)c1ccccc1Cc1ccccc1	-2.8%	-1%	?	4%	11%	-5%	16%
CCC(NC(=O)NC1CCCCC1)c1ccccc1 (centres undefined)	6.1%	-6%	17%[46 µM]	2%	2%	3%	4%
O=C(NC(=S)Nc1nc(-c2cccc([N+](=O)[O-])c2)cs1)c1cc(Cl)ccc1Cl	-5.7%	-2%	/	5%	13%	-8%	14%
CCCN(C(=O)/C=C/c1ccco1)c1c(N)n(Cc2ccccc2)c(=O)[nH]c1=O	0.0%	3%	/	/	1%	14%	-3%
CCOc1cc(C)c(S(=O)(=O)N2CCCCC2)cc1C	-2.4%	-6%	21%[46 µM]	-5%	13%	19%	12%
Cc1sc2nc(C3CC3)nc(SCC(=O)NCc3ccco3)c2c1C	-0.1%	-5%	?	1%	-2%	-3%[46.1 µM]	12%[38.3 µM]
O=C(Nc1sc2c(c1C(=O)O)CCC2)c1ccccc1	10%	-3%	?	-16%	-25%	-25%[46.1 µM]	37%[38.3 µM]
CSc1ncccc1C(=O)OCC(=O)N1CCOCC1	-0.2%	0%	0%	-5%	3%	2%[46.1 µM]	-2%[38.3 µM]
COC(=O)C1=C(C(=O)OC)SC2(S1)C(C(=O)OC)=C(C(=O)OC)SC1=C2c2cccc(C)c2NC1(C)C	0.7%	4%	2%	0%	-6%	-30%[46.1 µM]	26%[38.3 µM]
COc1ccc(CCNC(=O)Cn2cnc3scc(-c4ccccc4)c3c2=O)cc1OC	1.1%	2%	3%[46 µM]	0%	-2%	-22%	6%
COc1ccc(NC(=O)C2CCCN2c2ccc(OC)c(OC)c2)cc1OC (centres undefined)	-0.9%	8%	-2%	-2%	1%	-26%[46.1 µM]	12%[38.3 µM]
CC(=O)Nc1ccc(NC(=O)CSc2nnc(COc3ccccc3C)n2CC2CCCO2)cc1 (centres undefined)	-1.1%	8%	1%[9.22 µM]	-5%	7%	-4%	1%
COc1cc(C(=O)N2CCCC(c3nc(-c4cccs4)no3)C2)cc(OC)c1OC (centres undefined)	0.9%	-5%	-15%	3%	-1%	-10%[46.1 µM]	7%
c1ccc2nc3c(nc2c1)CCc1nonc1-3	-0.3%	5%	1%	-4%	3%	-1%[7.67 µM]	-4%[38.3 µM]
Cc1ccc(/C=N/Nc2ncnc3nc[nH]c23)cc1	2.1%	-3%	/	/	-3%	-22%	/
NNC(=O)CS(=O)(=O)c1ccc(Cl)cc1	-0.3%	10%	/	/	9%	-12%	/
O=C(NCc1ccccc1)c1noc2c1CCCC2	0.0%	21%	?	0%	0%	-10%[46.1 µM]	16%[38.3 µM]
O=c1c(-c2cccc(Cl)c2)nc2cncnc2n1Cc1ccc(F)cc1	/	-7%	/	0%	/	/	-9%
COC12NC(=O)N(C)C1(OC)C(=O)N(C)C(=O)N2C (centres undefined)	-2.2%	1%	-7%	0%	8%	8%	-9%
CCOC(=O)C(NC(=O)c1ccccc1)(OCc1ccccc1)C(F)(F)F (centres undefined)	0.0%	-6%	8%	-3%	?	0%	-14%
CC1CN=C(N(Cc2ccccc2)C(=O)Nc2ccccc2)S1 (centres undefined)	1.4%	-4%	3%	-6%	0%	-2%[46.1 µM]	-15%[38.3 µM]
CN1C(=O)/C(=N\OC(=O)c2ccccc2Cl)c2ccccc21	4.5%	4%	?	-1%	12%	-8%	21%
CC(C)S(=O)(=O)c1csc(NC(=O)Nc2cc(Cl)ccc2Cl)c1Cl	1.1%	8%	?	/	8%	?	/
CCOC(=O)c1cccc(Nc2nc(-c3cccnc3)nc3ccccc23)c1	-1.2%	-14%	?	-7%	4%	?	14%[38.3 µM]
COc1ccc2c(c1)OC1(C)CC2C(C(=O)c2ccccc2OC)C(=O)N1 (centres undefined)	-1.8%	-7%	9%	0%	-1%[2.36 µM]	-15%	6%
Cc1ccc(S(=O)(=O)CC(=O)c2ccccc2)cc1	0.0%	-3%	14%	-1%	-1%	2%[46.1 µM]	5%[38.3 µM]
CC(CCc1ccccc1)NC(=O)C1CCN(C(=O)c2sccc2-n2cccc2)CC1 (centres undefined)	0.8%	-2%	-2%	0%	0%	-14%[46.1 µM]	6%[38.3 µM]
O=C1c2ccccc2S(=O)(=O)N1Cc1nnc(-c2ccccc2Br)o1	-1.2%	-6%	-5%	0%	2%	-14%[46.1 µM]	-1%
CCCNc1nc2c(c(=O)[nH]c(=O)n2C)n1CCCc1ccccc1	-2.4%	2%	0%	-2%	-2%	-22%[46.1 µM]	-6%[38.3 µM]
COc1ccc(-n2c(SCC3OCCO3)nc3c(sc(=S)n3-c3ccccc3)c2=O)cc1OC	-0.9%	2%	/	-1%	-17%	-27%	7%
COc1ccc(-c2cc(C(=O)NC3CCCC3)no2)cc1OC	-1.1%	-6%	8%	-3%	5%	-7%[46.1 µM]	-8%[38.3 µM]
Cn1c(=O)c(C(=O)CSc2nncs2)c(N)n(Cc2ccccc2)c1=O	0.5%	-4%	?	0%	0%	-23%[46.1 µM]	7%[38.3 µM]
Cc1[nH]c2ccccc2c1/C=C/c1nc2ccccc2c(=O)n1-c1ccc([N+](=O)[O-])cc1	?	-3%	-14%	-1%	-9%	-2%	3%
O=c1[nH]c(CSc2nnc3ccccn23)nc2cc(C(F)(F)F)ccc12	1.2%	-2%	/	2%	7%	5%	-8%
Cc1nn(C)c(C(=O)NNC(=S)NCc2ccco2)c1Br	0.0%	17%	/	/	2%	25%	5%
COc1nc(C)ccc1-c1noc(-c2ccncc2)n1	-0.8%	-10%	-11%	-2%	-5%	20%[46.1 µM]	2%
Cc1c(C(=O)NCc2cccnc2)oc2c1C(=O)CC(C)(C)C2	-2.1%	1%	-2%	0%	4%	-2%[46.1 µM]	25%[38.3 µM]
Cn1c(C(=O)NCCCN2CCN(c3cccc(Cl)c3)CC2)cc2c(=O)n(C)c3ccccc3c21	0.0%	-1%	-5%	-1%	8%	-5%[46.1 µM]	38%[activator][38.3 µM]
CN1c2ccc(Cl)cc2C(=O)NC1c1ccc([N+](=O)[O-])s1 (centres undefined)	0.7%	1%	/	/	-4%	42%	/
COc1ccc(CCNC(=O)CSc2nnc(NC(C)=O)s2)cc1OC	0.7%	21%	12%	0%	3%	2%	-8%
O=C(NCc1cccnc1)C1c2ccccc2C(=O)N1C1CCCC1 (centres undefined)	-0.8%	15%	-6%	0%	3%	-4%[46.1 µM]	26%[38.3 µM]
O=C(CSc1nc2[nH]ncc2c(=O)n1-c1ccccc1)N1CCCc2ccccc21	1.1%	-13%	2%	2%	1%	-1%[46.1 µM]	-2%[38.3 µM]
CC(=O)c1cccc(NC(=O)C(OC(=O)/C=C/c2ccc3c(c2)OCO3)c2ccccc2)c1 (centres undefined)	2.1%	5%	-2%	-4%	-2%	-20%[46.1 µM]	36%[activator][38.3 µM]
C=CC(=O)NC1CC2CCC1(C)C2(C)C (centres undefined)	-3.8%	2%	/	/	8%	-10%	/
COC(=O)c1cc2c(N)c(C(=O)c3ccc(Cl)cc3)sc2nc1C(OC)OC	1.3%	1%	/	/	8%	41%	/
Cc1ccc(C(=O)c2cc(C)sc2N)cc1	-4.7%	-1%	-1%[46 µM]	-3%	-8%	-11%	8%

Some of the entries so far, with values under each structure:
Screens in order: Epigenetic reg	aGal spleen mod	Lamin A splicing	Luc counter	CBFb RUNX1 block	NPSR antag	IMPase Li cell
O=C(NCc1cccnc1)C1c2ccccc2C(=O)N1C1CCCC1 (centres undefined)
  -0.8%	15%	-6%	0%	3%	-4%[46.1 µM]	26%[38.3 µM]
CC(=O)c1cccc(NC(=O)C(OC(=O)/C=C/c2ccc3c(c2)OCO3)c2ccccc2)c1 (centres undefined)
  2.1%	5%	-2%	-4%	-2%	-20%[46.1 µM]	36%[activator][38.3 µM]

New compounds follow
SMILES	Epigenetic reg	aGal spleen mod	Lamin A splicing	Luc counter	CBFb RUNX1 block	NPSR antag	IMPase Li cell
C/C(=N\NS(=O)(=O)c1ccc(C)cc1)c1ccc(C)o1	-1.3%	5%	0%[46 µM]	-3%	-2%	4%	2%
COc1ccc2ccccc2c1CNCc1ccccn1	0.0%	5%	5%	2%	-14%	0%[46.1 µM]	32%[activator][38.3 µM]
Cc1c(NC(=O)c2cc(C(C)C)on2)c(=O)n(-c2ccccc2)n1C	-0.8%	1%	-7%	-4%	-7%	10%[46.1 µM]	8%[38.3 µM]
O=C(c1ccc2c(c1)OCO2)C1CCCN(C(=O)NCc2ccccc2)C1 (centres undefined)	1.9%	-3%	?	2%	4%	9%	10%

Of the compounds above, 8 have two or more sulfur atoms:
SMILES	Epigenetic reg	aGal spleen mod	Lamin A splicing	Luc counter	CBFb RUNX1 block	NPSR antag	IMPase Li cell
CCOc1ncccc1C(=O)NCCN1C(=O)S/C(=C/c2cccs2)C1=O	-1.9%	-1%	?	0%	-6%	6%	10%
O=C(NC(=S)Nc1nc(-c2cccc([N+](=O)[O-])c2)cs1)c1cc(Cl)ccc1Cl	-5.7%	-2%	/	5%	13%	-8%	14%
Cc1sc2nc(C3CC3)nc(SCC(=O)NCc3ccco3)c2c1C	-0.1%	-5%	?	1%	-2%	-3%[46.1 µM]	12%[38.3 µM]
COC(=O)C1=C(C(=O)OC)SC2(S1)C(C(=O)OC)=C(C(=O)OC)SC1=C2c2cccc(C)c2NC1(C)C	0.7%	4%	2%	0%	-6%	-30%[46.1 µM]	26%[38.3 µM]
CC(C)S(=O)(=O)c1csc(NC(=O)Nc2cc(Cl)ccc2Cl)c1Cl	1.1%	8%	?	/	8%	?	/
COc1ccc(-n2c(SCC3OCCO3)nc3c(sc(=S)n3-c3ccccc3)c2=O)cc1OC	-0.9%	2%	/	-1%	-17%	-27%	7%
Cn1c(=O)c(C(=O)CSc2nncs2)c(N)n(Cc2ccccc2)c1=O	0.5%	-4%	?	0%	0%	-23%[46.1 µM]	7%[38.3 µM]
COc1ccc(CCNC(=O)CSc2nnc(NC(C)=O)s2)cc1OC	0.7%	21%	12%	0%	3%	2%	-8%

The list is partial, so the mix of outcomes need not match the whole.
